TAG inh: inhibitors of triacylglycerol accumulation | H9c2 cells, Nile Red lipid (TAG) fluorescence; cells loaded with 200 µM oleic acid | inhibition, % at 12.5 µM | 230,000 tested, 0.66% active;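 active means pattern-corrected inhibition of lipid staining of at least 50% with the nuclear-stain viability signal not falling by more than 50%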;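 further: 0% = DMSO wells and 100% = triacsin C control wells; some results filed as inactive read as strong as hits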
TAG inh DAPI viability: also measured in TAG inh; calls as there; DAPI nuclei signal change (viability), lower = more cytotoxic, %;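 whole-well DAPI fluorescence read on a plate reader as a viability signal; minus 50 percent equals half of cells still viable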
The depositor's hits bear a star; i = inactive.

SMILES	TAG inh	TAG inh DAPI viability
CCCc1nc(SCC(=O)Nc2cc(C)on2)c2c(=O)n(C)c(=O)n(C)c2n1	-17	1
NC(=O)C1CCN(S(=O)(=O)c2cccc(S(=O)(=O)N3CCCCC3)c2)CC1	-1	-1
CC(C(=O)Nc1ccc2c(c1)OCO2)N1CCN(C)CC1 (stereo unspecified)	3	6
COCCOC(=O)c1c(C)oc2ccc(NS(=O)(=O)c3ccc(C)cc3)cc12	2	1
Cc1ccc2c(c1)nnn2C1CCN(C(=O)c2cccs2)CC1	7	-4
COc1ccc(SCCN2CC[C@@H](NC(=O)OCc3ccccc3)CCC2=O)cc1	-9	3
COc1cc(NC(=S)N2CCN(S(=O)(=O)c3ccc(F)cc3)CC2)cc(OC)c1	23	-2
CS(=O)(=O)N1CC(C(=O)NC2CC2)Oc2ccc(Cl)cc21 (stereo unspecified)	-8	-6
C=Cc1ccc(Cn2c(C)c(C(=O)NCc3ccccc3C(F)(F)F)sc2=O)cc1	-12	-4
CCc1n[nH]c(=S)n1/N=C/c1ccccc1OCc1ccc(Cl)cc1	2	3
COCCN(C(=O)CSc1nnc(-c2ccccc2F)n1C)c1c(N)n(Cc2ccccc2)c(=O)[nH]c1=O	-18	0
Cc1cc(Cl)c(S(=O)(=O)NCCC(=O)O)cc1OCC(N)=O	13	-9
Cc1ccc(CN2CC(C(=O)Nc3ccc(S(=O)(=O)Nc4cc(C)nc(C)n4)cc3)CC2=O)cc1 (stereo unspecified)	-10	11
CS(=O)(=O)N1CCN(C(=O)c2ccc(Cl)s2)CC1	-12	5
CCSc1nsc(NC(=O)Nc2cccc(F)c2)n1	-8	12
Cc1cc(=O)[nH]c(SCc2cn3ccccc3n2)n1	10	5
CN(C(=O)COC(=O)c1cncc(Br)c1)C1CCCCC1	-3	-4
C=CCn1cnc2c(c1=O)c1nc3ccccc3nc1n2/N=C/c1cc(OC)c(OC)c(OC)c1	79*	-25*
CCOc1ccc(OCC(=O)OCC(=O)Nc2ccccc2C#N)cc1	-7	-4
Nc1c([N+](=O)[O-])c(=O)oc2ccccc12	-2	-4
CCCCC(CCC(=O)O)(C(=O)OCC)c1csc(Nc2ccc(OCC)cc2)n1 (stereo unspecified)	-33	6
C/C(=C\C(=O)c1ccc(Br)cc1)NNC(=O)c1ccccc1	0	-3
CC(C)(C)n1ncc2c(=O)n(Cc3ccc(Cl)c(Cl)c3)cnc21	-16	14
O=C(Nc1ccc2nsnc2c1)N1CCCCCC1	11	-3
C/C(=N\NC(=O)c1c(C)nc2ccccn12)c1cccc([N+](=O)[O-])c1	-2	-3
Next section.
SMILES	TAG inh	TAG inh DAPI viability
CCC(=O)NCc1cc(-c2nn(C)c(=O)c3ccccc23)ccc1OC	4	2
COc1ccccc1/C=C/C(=O)OCC(=O)NC1CCCCCC1	-24	5
COc1cccc(Nc2nc(NCC3CCCO3)c3ccccc3n2)c1 (stereo unspecified)	5	8
CC1=C(C(=O)N(C)C)CC(CC(=O)NCc2cccs2)C(=O)N1CCCN1CCCC1=O (stereo unspecified)	5	-3
O=C1N/C(=N\N=C\c2cccs2)SC1Cc1ccc(Cl)c(Cl)c1 (stereo unspecified)	-2	1
N#Cc1ccc(-c2ccc(OCC(=O)NCCCN3CCCC3=O)cc2)cc1	-10	10
CSc1nc2c(C)c(C)c(C)c(C)c2[nH]1	-13	10
COc1ccc(C#Cc2c(-c3ccc(OC)cc3)oc3ccc(-c4ccc(OC)cc4)cc23)cc1	2	161
Cc1ccccc1OCC(=O)NC(=S)Nc1ccc(N2CCOCC2)c(Cl)c1	-5	8
Cc1cccc(C)c1-c1ccc(CN2C(CC(C)C)C(=O)N(Cc3cn(CC4CCCCC4)nn3)CCS2(=O)=O)cc1 (stereo unspecified)	76	-54
O=C(COc1ccc(F)cc1Cl)Nc1nc(-c2ccccn2)cs1	12	-8
CCOc1ccc(OCCC(=O)N(CC)CC(=O)NCc2cccs2)cc1	-5	7
Cc1ccc(C)c(NC(=S)N2CCCCCC2)c1	2	-5
COC(C/C=C/[C@@H](O)[C@@H](C)OCc1ccccc1)OC	0	7
O=C(Cc1c(Cl)cccc1Cl)OCC(=O)N1CCOCC1	-2	0
CN=CC1=C(O)CC(C)(C)CC1=O	14	-2
CCCCN(C(=O)CSCc1c(C)noc1C)c1c(N)n(CCCC)c(=O)[nH]c1=O	-14	5
CCc1ccc(NC(=O)C2CCN(C(=O)N3CCOc4ccccc43)CC2)cc1	-5	0
Cc1ccc(N2C(=O)[C@@H]3[C@H](C2=O)C2CCCN2[C@@H]3C(=O)c2ccccc2)cc1 (stereo partly specified)	-15	9
O=C1CC(c2ccsc2)c2cc3c(cc2N1)OCCO3 (stereo unspecified)	-17	1
CSc1c(-c2ccccn2)c(N)nn1C(=O)C1CCC1	-8	4
COc1ccccc1CCNC(=O)c1cccc(S(=O)(=O)N2CCc3ccccc3C2)c1	0	0
COc1cccc(C(C(=O)NC2CCCCC2)N(CCN2CCOCC2)C(=O)C2COc3ccccc3O2)c1 (stereo unspecified)	15	1
COc1ccc(N2CCN(C(=O)c3ccc(SC)cc3OC)CC2)cc1	-6	-1
COc1ccc(NC(=O)CN(c2cc(C)cc(C)c2)S(=O)(=O)c2c(C)noc2C)cc1	12	-4
(listing goes on)
SMILES	TAG inh	TAG inh DAPI viability
COc1ccc(/C=C/c2c(-c3ccc(OC)cc3)oc3ccc(-c4ccc(OC)cc4)cc23)cc1	3	i
CC1(C(=O)NS(=O)(=O)Cc2cccc(Cl)c2)CCN1C(=O)c1ccc(C2CCCCC2)cc1 (stereo unspecified)	0	1
CCOc1ccc(NC(=O)Nc2cnccn2)cc1	8	-4
Cc1noc(C)c1C(=O)N1CCC(CO)(Cc2ccccc2)CC1	3	8
CSc1nc(C)c(Cc2ccccc2)c(=O)[nH]1	4	5
O=C(Nc1ccncc1)c1ccccc1-c1ccccc1	-9	-4
CS(=O)(=O)N(CC(=O)N1CCN(c2cccc(Cl)c2)CC1)c1cccc(F)c1	-5	1
O=C(Nc1nc2c(s1)CN(Cc1ccccc1)CC2)c1cccc(S(=O)(=O)N2CCc3ccccc32)c1	9	-10
Cc1ccc(NC(=O)CC2S/C(=N/c3nccs3)N(C)C2=O)c(C)c1 (stereo unspecified)	-15	-5
COC(=O)c1ccccc1N(C)S(C)(=O)=O	-6	1
CCOC(=O)C1CCN(c2c(NCCCN3CCCCC3)c(=O)c2=O)CC1	6	0
CCCNC(=O)C1(C)CCCN(CCC(=O)c2ccccc2)C1 (stereo unspecified)	2	12
Cc1cc(NC(=O)CSc2n[nH]c(CC(C)C)n2)no1	-12	11
CCn1c(C)nc2cc(C(=O)NNS(=O)(=O)c3c(F)cc(F)c(Cl)c3F)ccc21	-5	-10
Cc1ccc(S(=O)(=O)N2CCC(C(=O)OCC(=O)NC3(C#N)CCCCC3)CC2)cc1C	8	-1
O=C(CNC(=O)c1ccccc1)N/N=C/C=C/c1ccccc1	19	2
COC(=O)CC1C(=O)NCCN1C(=O)CSc1nnnn1-c1ccc(Cl)cc1 (stereo unspecified)	5	1
O=C(Nc1nc2c(c(=O)[nH]1)CCCC2)C1CC1	-10	1
COc1ccc(Oc2ncc(CN3CCN(c4ccccc4)CC3)s2)cc1	-14	-3
COCCCNC(=O)CC1C[C@H](C(=O)N2CCCCC2)[C@@]2(CCc3ccccc3)c3[nH]c4ccc(OC)cc4c3CCN2C1=O (stereo partly specified)	12	0
CCC(N1CCOC1=O)S(=O)(=O)c1ccc(C)cc1 (stereo unspecified)	-11	3
O=C(OCC(=O)N1CCCCC1)c1cc(=O)[nH]c2ccccc12	17	-10
O=C(/C=C/c1ccccc1)NCC(=O)N/N=C/c1cccs1	4	1
O=C(NCC1CCCO1)c1cc(-c2ccco2)nc2ccccc12 (stereo unspecified)	-22	16
COc1cccc2c(=O)n(CC(=O)NC3CCCC3)ccc12	-1	9

Another view of 4 compounds above:
smiles: Cc1ccc(NC(=O)CC2S/C(=N/c3nccs3)N(C)C2=O)c(C)c1 (stereo unspecified)
  TAG inh: -15 | TAG inh DAPI viability: -5

smiles: COc1ccc(/C=C/c2c(-c3ccc(OC)cc3)oc3ccc(-c4ccc(OC)cc4)cc23)cc1
  TAG inh: 3 | TAG inh DAPI viability: i

smiles: Cc1cc(NC(=O)CSc2n[nH]c(CC(C)C)n2)no1
  TAG inh: -12 | TAG inh DAPI viability: 11

smiles: CCn1c(C)nc2cc(C(=O)NNS(=O)(=O)c3c(F)cc(F)c(Cl)c3F)ccc21
  TAG inh: -5 | TAG inh DAPI viability: -10

Other records.
SMILES	TAG inh	TAG inh DAPI viability
CCCCC(=O)NC1(C(F)(F)F)NC(=O)N(Cc2ccccc2)C1=O (stereo unspecified)	-3	3
COc1ccc(/C=C/C(=O)OCC(=O)NCc2ccccc2Cl)cc1OC	-4	-2
COc1ccc(N2CCN(C(=O)c3oc4ccccc4c3C)CC2)cc1	-8	3
COCCCNC(=O)CN(c1cc(OC)ccc1OC)S(=O)(=O)c1ccccc1	-5	7
Cc1cc(C(=O)OCC(=O)NC2CCCCC2)c(C)o1	3	7
COc1cc(C(=O)NCC(=O)N/N=C/c2ccc(OC(=O)c3ccco3)cc2)cc(OC)c1OC	-2	-5
Cc1ccc2nc(-c3cccc(NC(=O)c4ccco4)c3)[nH]c2c1	9	18
COc1cc(/C=N/Nc2cc(C)nc(NS(=O)(=O)c3ccc(C)cc3)n2)ccc1O	-1	-9
O=C(Nc1cccc(NC(=O)C2CCCO2)c1)c1ccco1 (stereo unspecified)	13	-7
COC(=O)c1cc(COc2ccc3c(c2)oc(=O)c2ccccc23)c(C)o1	4	5
C[C@H]1CC[C@]2(O[C@H](CCO)C[C@H](O)[C@H]2O)O1	-11	1
CCOc1ccc(N2C(=O)CC(Sc3nnnn3-c3ccccc3)C2=O)cc1 (stereo unspecified)	-16	9
O=C(Nc1nc2c(Cl)ccc(Cl)c2s1)C1CC1	-1	7
CCOc1ccc2[nH]c(C)c(CN3CCN(C)CC3)c(=O)c2c1	15	-4
Cc1ccc(/C=C/C(=O)OCc2nc(N)nc(Nc3ccccc3C)n2)o1	5	2
CC(C)(C)C(=O)NC1CCN(C(=O)N2CCCC2)CC1	-7	11
CC(Cl)C(=O)NNc1cccc(Cl)n1 (stereo unspecified)	-6	17
Cc1noc(C)c1S(=O)(=O)N1CCC(C(N)=O)CC1	-1	-4
Cc1ccc(NC(=O)COC(=O)CC2CC3CCC2C3)cc1S(=O)(=O)N1CCOCC1 (stereo unspecified)	-4	3
O=C(NC1=NCCS1)c1cccc(Br)c1	3	48
O=C(NCc1ccco1)C(=O)NCC1OCCN1S(=O)(=O)c1cc(F)ccc1F (stereo unspecified)	6	-3
CC(C)[C@H](NC(=O)OCc1ccccc1)C(=O)OCC(=O)N1CCN(c2ccc(F)cc2)CC1	12	6
Nc1cc(N)nc(SCC(=O)NC2CCCCCCC2)n1	1	9
O=C(Cc1ccc(F)cc1)Nc1nccs1	-1	2
Cc1ccccc1C(=O)NC1CCN(C(=O)N(c2ccccc2)c2ccccc2)CC1	-6	8

Five of the compounds above, with values under each structure.
Under each structure – TAG inh	TAG inh DAPI viability
COC(=O)c1cc(COc2ccc3c(c2)oc(=O)c2ccccc23)c(C)o1
→ 4	5
C[C@H]1CC[C@]2(O[C@H](CCO)C[C@H](O)[C@H]2O)O1
→ -11	1
CCOc1ccc(N2C(=O)CC(Sc3nnnn3-c3ccccc3)C2=O)cc1 (stereo unspecified)
→ -16	9
O=C(Nc1nc2c(Cl)ccc(Cl)c2s1)C1CC1
→ -1	7
CCOc1ccc2[nH]c(C)c(CN3CCN(C)CC3)c(=O)c2c1
→ 15	-4

(listing goes on)
SMILES	TAG inh	TAG inh DAPI viability
CCOC(=O)c1sc(=NC(=O)c2cccc(C)c2)n(C)c1C	-6	15
COc1ccccc1OCC(=O)OCC(=O)Nc1ncc(Cl)cc1Cl	13	-6
Cc1ccc(S(=O)(=O)NNC(=O)c2cc([N+](=O)[O-])c(C)c([N+](=O)[O-])c2)cc1	9	-7
c1coc(CSc2ncnc3c2oc2ccccc23)c1	13	2
CC(Sc1nc2ccccc2c(=O)n1CC1CCCO1)C(=O)NC(C)c1ccccc1 (stereo unspecified)	4	-5
O=C(c1cc2c(ccc3ccccc32)oc1=O)N1CCN(CCO)CC1	-3	17
CCCCOC(=O)CNc1nnc(SCC(=O)OCC)[nH]c1=O	-13	2
CCN1CCN(S(=O)(=O)c2ccc(Cl)c(C(=O)NCc3nc4ccccc4[nH]3)c2)CC1	2	-6
Cc1onc(-c2c(Cl)cccc2Cl)c1NC(=O)NNc1ccccc1	-7	4
CCc1nnc(NC(=O)c2sc3nc4cc(C)ccc4cc3c2N)s1	6	-6
CC(=O)Nc1cncc(-c2cccc(N(C)C)c2)n1	-7	15
COC(=O)/C(=N/Nc1ccccc1Cl)Sc1nnc(C(O)c2ccccc2)n1-c1ccccc1 (stereo unspecified)	9	-3
C=CCN(CC=C)c1ccc(N2C(=O)C3CCCCC3C2=O)cc1[N+](=O)[O-] (stereo unspecified)	3	-4
CCOc1ccc2oc(C(=O)OCC(=O)N(CC(C)C)c3c(N)n(Cc4ccccc4)c(=O)[nH]c3=O)c(C)c2c1	9	0
CCOC(=O)C(Cc1cc(C(C)=O)ccc1OCC)C(=O)OCC	-2	-2
CCOC(=O)CSc1nc(N)c(C#N)c(-c2cccs2)c1C#N	13	-8
NC(=O)c1ccsc1NC(=O)COC(=O)CNC(=O)c1ccc(Cl)cc1	-10	8
O=C(COC(=O)c1c[nH]c2ccccc12)Nc1ccccc1	8	6
NS(=O)(=O)c1ccc(NC(=O)COC(=O)c2cc(Cl)ccc2[N+](=O)[O-])cc1	-14	13
Nc1nccnc1C(=O)OCC(=O)c1ccc[nH]1	6	2
COc1ccccc1-n1cnnc1SCC(=O)N1CC(=O)Nc2ccccc21	-3	-2

An excerpt; the hit share may differ from the screen's.
